Compound activity from PubChem BioAssay.
GRK2 aptamer HTS: compounds blocking aptamer binding on GRK2 – biochemical, human GRK2, bead flow cytometry, HTS, primary screen; Beta-adrenergic receptor kinase 1 (Homo sapiens), P25098; FAM-aptamer displacement from GRK2; inhibition of aptamer binding, % at 10 µM; hit rate 0.59% among 330,000; AID 488847, 2010;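 active = inhibition of aptamer binding above 40%, roughly 3 SD of noise, on plates passing a quality check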;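 also: median bead fluorescence of bound FAM aptamer so fluorescent compounds give negative values; no value below 0 was filed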
AGP1 TOR yeast: modulators of AGP1-GFP expression in yeast TOR pathway, primary screen, cell-based, multiplex flow cytometry, S. cerevisiae, MLPCN library. GFP response vs DMSO, % at 10 µM. AID 2066, 2009. 3 h; GFP as percent of DMSO wells. hit rate 0.02% among 320,000;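 active = GFP response relative to DMSO above a set limit, near screen average plus 3 SD, cut at about 150% in these data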;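 also: median GFP channel fluorescence of the gated AGP1 strain per well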
BCLXL inh: inhibitors of human Bcl-xL, primary screen, biochemical, fluorescence polarization, HTS. inhibition, % at 10.9 µM. hit rate 0.7% among 320,000. Bcl-2-like protein 1 (Homo sapiens), Q07817. AID 2129, 2009. GST-Bcl-xL / FITC-Bim BH3 peptide fluorescence polarization;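 active = inhibition above the mean of all tested compounds plus 3 SD, cutoff set per campaign, cut at about 30% in these data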;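 also: 0% = DMSO wells and 100% = unlabeled Bim-BH3 peptide competitor; inhibitors lower millipolarization by displacing the labeled peptide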
Target sequence (Q07817 whole entry, looked up): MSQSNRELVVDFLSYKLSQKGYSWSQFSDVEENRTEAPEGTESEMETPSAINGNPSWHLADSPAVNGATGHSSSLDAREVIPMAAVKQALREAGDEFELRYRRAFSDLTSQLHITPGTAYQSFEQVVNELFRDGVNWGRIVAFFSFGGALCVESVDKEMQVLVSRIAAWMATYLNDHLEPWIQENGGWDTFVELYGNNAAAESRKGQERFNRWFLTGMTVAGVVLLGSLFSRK
MCL1 BIM primary: inhibitors of MCL1 binding to BIM-BH3, primary screen, biochemical, fluorescence polarization. Induced myeloid leukemia cell differentiation protein Mcl-1 (Homo sapiens), Q07820. GST-MCL1 / FITC-Bim-BH3 fluorescence polarization. inhibition, % at 10.9 µM. hit rate 0.68% among 320,000. AID 2057, 2009;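 active = inhibition above the mean inhibition of all tested compounds plus 3 SD, set per campaign, cut at about 40% in these data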;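 also: 0% = DMSO wells and 100% = unlabeled Bim-BH3 peptide control; higher means more loss of mP so more displacement of Bim peptide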
Target sequence (Q07820 whole entry, looked up): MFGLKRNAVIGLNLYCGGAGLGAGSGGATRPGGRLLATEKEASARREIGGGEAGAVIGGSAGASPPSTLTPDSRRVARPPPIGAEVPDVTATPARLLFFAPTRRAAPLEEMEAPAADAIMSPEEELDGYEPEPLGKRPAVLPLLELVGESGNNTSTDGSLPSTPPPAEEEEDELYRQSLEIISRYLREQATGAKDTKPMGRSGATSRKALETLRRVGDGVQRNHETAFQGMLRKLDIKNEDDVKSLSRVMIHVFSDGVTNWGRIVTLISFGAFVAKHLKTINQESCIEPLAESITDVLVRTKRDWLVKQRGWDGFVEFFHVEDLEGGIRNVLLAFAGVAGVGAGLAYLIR
MEX-5 binding: MEX-5 zinc finger RNA-binding disruptors – biochemical, C. elegans, fluorescence polarization, MLPCN library, primary screen | Zinc finger protein mex-5 (Caenorhabditis elegans), Q9XUB2 | MEX-5/FITC-TCR2 RNA binding; stronger effect = lower value | activity score (negative = inhibition of binding), % at 10 µM | hit rate 0.38% among 300,000 | AID 1832, 2009;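 active = inhibition past about -25% in most replicates, and total fluorescence under double the plate's negative control median, limit read from the data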;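 also: 0% = DMSO and -100% = 5 µM competing unlabeled TCR2 RNA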
GLD-1 TGE inh: GLD-1/TGE RNA complex disruptors, primary screen, biochemical, fluorescence polarization; inhibition, % at 5.96 µM; Female germline-specific tumor suppressor gld-1 (Caenorhabditis elegans), Q17339; hit rate 0.44% among 320,000; purified GLD-1 + fluorescein TGE RNA;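 active = percent inhibition above a per-plate cutoff, the plate mean of test compounds plus 3 SD, cut at about 30% in these data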;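 also: 0% = DMSO wells with GLD-1 and probe and 100% = wells lacking GLD-1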
Target sequence (Q17339 whole entry, looked up): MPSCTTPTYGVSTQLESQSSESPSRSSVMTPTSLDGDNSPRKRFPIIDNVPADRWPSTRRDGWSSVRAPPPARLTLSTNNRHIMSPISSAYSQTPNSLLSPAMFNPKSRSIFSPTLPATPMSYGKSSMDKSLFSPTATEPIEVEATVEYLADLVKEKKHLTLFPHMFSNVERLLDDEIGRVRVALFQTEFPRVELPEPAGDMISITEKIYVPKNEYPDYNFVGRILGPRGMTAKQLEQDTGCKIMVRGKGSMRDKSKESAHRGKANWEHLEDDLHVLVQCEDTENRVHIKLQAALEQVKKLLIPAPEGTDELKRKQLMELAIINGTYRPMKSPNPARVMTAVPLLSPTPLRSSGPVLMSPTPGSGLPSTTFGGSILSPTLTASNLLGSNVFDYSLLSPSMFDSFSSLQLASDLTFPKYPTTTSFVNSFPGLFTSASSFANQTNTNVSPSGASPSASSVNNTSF
CIT2 TOR yeast: modulators of CIT2-GFP expression in yeast, primary screen, S. cerevisiae, GFP fusion, multiplex flow cytometry, MLPCN library. S. cerevisiae CIT2-GFP strain, 3 h; 100 means same as DMSO wells. GFP response vs DMSO, % at 10 µM. hit rate 0.065% among 320,000. AID 2029, 2009;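 active = GFP response relative to DMSO above a set limit, near the screen mean plus 3 SD, cut at about 150% in these data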;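 also: ratio of well median GFP fluorescence to mean of DMSO wells on the plate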
VLA-4 inh: inhibition in human VLA-4 binding assay, primary screen, VLA-4 allosteric modulator project, MLPCN library, flow cytometry, VLA-4 expressing cells; hit rate 0.2% among 330,000; inhibition, % (about 7 µM as worked out from the volumes in the protocol); AID 2557, 2010; ligand binding flow cytometry; Integrin alpha-4 (Homo sapiens), P13612; in the data active = inhibition above about 50%
CR mimetic SO: reduction of superoxide in aged yeast, primary screen, HTS. S. cerevisiae aged cells, superoxide DHE fluorescence; stronger effect = lower value. hit rate 0.18% among 330,000. superoxide response (% of plate mean), % at 10 µM;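 active = superoxide response under a set limit, about three screen SD below normal, cut at about 65% in these data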;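 also: yeast aged for seven days with compound at 30 °C before DHE staining; 100% = average MFI of all compound-treated wells on the plate with controls excluded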
Active calls of the source: *; · = no result given.

SMILES | GRK2 aptamer HTS | AGP1 TOR yeast | BCLXL inh | MCL1 BIM primary | MEX-5 binding | GLD-1 TGE inh | CIT2 TOR yeast | VLA-4 inh | CR mimetic SO
O=C(N1CCOCC1)N1CCN(S(=O)(=O)c2ccc(Cl)cc2)CC1 | 1 | 102 | 7 | 1 | -0.8 | 4 | 104 | 1 | 94
O=C(CCCOc1ccc(Cl)cc1Cl)Nc1ccccc1C(=O)O | 2 | 93 | 2 | -2 | 0.1 | 2 | 92 | -1 | 133
N=C1C(c2nc3ccccc3[nH]2)=C(O)CN1C1CCCCC1 | 0 | 95 | 3 | 10 | -2.7 | 6 | 87 | 22 | 95
CN(C)CC(=O)Nc1nc(-c2ccccc2)cs1 | 1 | 107 | 1 | -4 | -2.4 | -6 | 101 | 2 | 104
O=C(NCc1ccc(Cl)cc1Cl)c1ccc2nc[nH]c2c1 | 0 | 100 | -1 | -5 | 2.6 | 7 | 95 | -1 | 90
COc1ccccc1NC(=O)COc1ccc(C(=O)NC2CCCc3ccccc32)cc1OC (stereo not given) | 1 | 96 | 8 | 2 | -4.9 | 1 | 102 | 8 | 94
CCOC(=O)C1CCc2sc(N)c(C#N)c21 (stereo not given) | 3 | 101 | 8 | 4 | -0.2 | 6 | 98 | 12 | 107
CN(C)CCCOc1ccc2c(c1)Sc1ccccc1CC2=O | 2 | 97 | 2 | 5 | -1.0 | -2 | 104 | 15 | 107
O=C(Nc1c2c(nn1-c1cccc(Cl)c1)CS(=O)(=O)C2)C1CC1 | 3 | 105 | 1 | 7 | -5.0 | -1 | 102 | -8 | 119
COC(=O)[C@H](Cc1ccccc1)NC(=O)NCc1ccccc1OC | 0 | 108 | -2 | -5 | 0.2 | 0 | 108 | 17 | 97
Cc1ccc(CSCc2ccc(C(=O)NC3CC3)o2)cc1 | 2 | 98 | 10 | 11 | 1.5 | 0 | 93 | 20 | 101
CCNc1ccc(C(=O)OCC(=O)c2cc(C)n(Cc3ccc4c(c3)OCO4)c2C)cc1[N+](=O)[O-] | 0 | 98 | -1 | -1 | 1.0 | -2 | 102 | 2 | 93
Fc1ccc(COc2ccc(Cl)cc2/C=N/Nc2nc(N3CCCC3)nc(N3CCCC3)n2)cc1 | 0 | 102 | 3 | -8 | -1.4 | -5 | 99 | 2 | 105
O=C(Nc1cc(Oc2ccccc2)cc([N+](=O)[O-])c1)C12CC3CC(C1)CC(n1cnc(Cl)n1)(C3)C2 | 2 | 104 | 6 | 0 | 3.2 | 4 | 97 | -8 | 103
Clc1ccc(OCCCN2CCc3ccccc3C2)c(Br)c1 | 0 | 107 | 8 | 2 | -1.8 | 8 | 109 | 23 | 90
CCSc1nnc(NC(=O)c2cc3c(s2)CCCC3)s1 | 0 | 96 | -1 | -4 | 0.6 | 7 | 101 | 6 | 109
COCCNC(=O)CN1C(=O)CSc2ccc(S(=O)(=O)N3CCOCC3)cc21 | 0 | 88 | 3 | -1 | -1.0 | 3 | 97 | 3 | 94
Cc1c(C(=O)NC2CCCc3ccccc32)oc2ccc(S(=O)(=O)N3CCOCC3)cc12 (stereo not given) | 0 | 106 | 6 | 1 | -1.9 | 0 | 109 | -4 | 96
CC(=O)Nc1ccc(S(=O)(=O)Oc2cccc(/C=C3\SC(N)=NC3=O)c2)cc1 | 2 | 99 | -1 | -3 | -1.2 | 14 | 98 | 8 | 94
COc1ccccc1N1CCN(C(CNS(=O)(=O)c2ccccc2)c2cccnc2)CC1 (stereo not given) | 0 | · | 3 | 2 | 1.0 | 0 | 87 | -2 | 92
O=C(CCCCCN1C(=O)c2ccccc2C1=O)Nc1nccs1 | 0 | 91 | 5 | 4 | -1.5 | 2 | · | -3 | 98
CC(C)(C)Cc1nnc(NC(=O)c2ccc([N+](=O)[O-])cc2)s1 | 0 | 104 | -1 | 4 | 0.4 | 9 | 104 | 19 | 108
Cc1ccc(CNC(=O)CCC(=O)n2ncc3cc(C)ccc32)cc1 | 0 | 83 | 0 | 3 | 1.9 | 6 | 81 | 0 | 104
OCC1(CCc2ccccc2)CCN(Cc2cc(F)ccc2-n2cccn2)CC1 | 0 | 101 | 4 | -4 | 0.1 | 2 | 92 | 4 | 101
O=C(O)c1[nH]c2ccccc2c1C(c1cc(Br)ccc1O)c1c(C(=O)O)[nH]c2ccccc12 | 4 | 96 | 5 | 26 | -14 | 1 | 96 | -3 | 95
SMILES | GRK2 aptamer HTS | AGP1 TOR yeast | BCLXL inh | MCL1 BIM primary | MEX-5 binding | GLD-1 TGE inh | CIT2 TOR yeast | VLA-4 inh | CR mimetic SO
O=C(Cn1nc(Cc2cccnc2)c2ccccc2c1=O)NCC1COc2ccccc2O1 (stereo not given) | 0 | 111 | 4 | 0 | 3.0 | 3 | 98 | 5 | 91
Cc1ccc(C(C(=O)NC2CCCCC2)N(Cc2ccco2)C(=O)C2COc3ccccc3O2)o1 (stereo not given) | 0 | 93 | 3 | -2 | 0.4 | -1 | 86 | -2 | 130
Cc1ccc(NC(=O)CN2C(=O)S/C(=C\c3ccccn3)C2=O)cc1 | 0 | 100 | 1 | -3 | 0.8 | -1 | 105 | 15 | 99
CCOC(=O)/C(=C/Nc1ccccc1)[N+](=O)[O-] | 0 | 102 | 5 | 5 | 1.0 | 4 | 104 | 10 | 95
CC(C)(C)OC(=O)NCCc1nnc(SCC(=O)Nc2cccc(Cl)c2)o1 | 0 | 108 | 3 | 0 | -1.0 | 6 | 110 | 7 | 104
CC1(O)c2ccccc2C(=O)N1CCc1ccccc1F (stereo not given) | 3 | 100 | 0 | -6 | 2.4 | 7 | 95 | -44 | 96
CC(=O)N1CCN(C(=O)c2ccc(OC3CCN(CCc4ccccc4)CC3)cc2)CC1 | 0 | 100 | 4 | -1 | 0.2 | 2 | 107 | 5 | 101
COc1cc(/C=N/n2c(C)n[nH]c2=S)ccc1OCc1ccc(F)cc1 | 0 | 111 | -18 | -20 | 0.2 | 1 | 106 | -4 | 93
Cn1c2ccsc2c2ncn(Cc3ccccc3F)c(=O)c21 | 6 | 87 | · | · | · | 5 | 94 | 15 | 103
CCOC(=O)Cn1cc(/C=C(\C#N)C(=O)N2CCOCC2)c2ccccc21 | 1 | 109 | 7 | 1 | 2.1 | 6 | 99 | 3 | 112
NC(=O)COC(=O)c1ccc2noc(-c3ccccc3)c2c1 | 1 | 90 | 10 | 6 | -0.2 | -2 | 97 | -1 | 106
Nc1nonc1-n1nnc(C(=O)N/N=C/c2ccc(F)cc2)c1-c1cccs1 | 0 | 97 | -25 | -34 | -0.2 | -12 | 97 | -6 | 111
O=S(=O)(Cc1ccccc1)Nc1ccc(Br)cn1 | 1 | 102 | 1 | 3 | -0.6 | -2 | 97 | 23 | 100
S=c1nc(-c2csc3c2CCCC3)[nH][nH]1 | 1 | 96 | 10 | 11 | 2.3 | 2 | 76 | 5 | 92
O=C(Nc1ccc(S(=O)(=O)N2CCc3ccccc32)cc1)C(F)(F)F | 0 | 107 | -4 | -15 | 1.1 | -15 | 106 | 9 | 98
OCCN(CCO)c1nc(-c2ccccc2)nc2c1oc1ccccc12 | 0 | 98 | 10 | 0 | -2.6 | 6 | 90 | 7 | 106
CCN(CCCNC(=O)CCCN1C(=O)COc2ccc(C)cc21)c1cccc(C)c1 | 3 | 103 | 0 | 2 | 0.3 | 6 | 101 | 2 | 94
O=C(CC1C(=O)NCCN1Cc1cccc(F)c1)NC1CCCCCC1 (stereo not given) | 0 | 107 | 17 | 20 | 1.5 | 17 | 100 | -5 | 97
CCCc1cc(=O)[nH]c(SCC(=O)NCc2ccc3c(c2)OCO3)n1 | 5 | 103 | 2 | 6 | -0.4 | 3 | 103 | 5 | 120
COc1ccccc1OCC(=O)Nc1ccc(N2CCCCC2)cc1 | 3 | 94 | 1 | 2 | -1.1 | 1 | 94 | 6 | 136
Cn1c(C(=O)N2CCCC(C(=O)NCc3cccs3)C2)cc2sccc21 (stereo not given) | 0 | 104 | 5 | 0 | 0.8 | 3 | 99 | 7 | 95
CCC(C(=O)NC1CC1)n1nc(C)c2c(C)n(-c3ccccc3)nc2c1=O (stereo not given) | 4 | 95 | 2 | 5 | -2.8 | 10 | 91 | -6 | 94
C=CCN(CC=C)C(=O)c1cccc(S(=O)(=O)N2c3ccccc3CC2C)c1 (stereo not given) | 0 | 108 | 1 | -1 | 1.6 | -15 | 106 | -4 | 111
CN(C)/C(=N\S(=O)(=O)c1ccccc1)c1ccc(Cl)cc1 | 1 | 99 | 0 | 1 | 2.1 | 4 | 99 | 2 | 92
COc1ccccc1N1CCN(C(=O)c2ccc3[nH]c(C)c(C)c3c2)CC1 | 1 | 90 | 3 | -3 | -1.9 | 2 | 98 | 50* | 99
SMILES | GRK2 aptamer HTS | AGP1 TOR yeast | BCLXL inh | MCL1 BIM primary | MEX-5 binding | GLD-1 TGE inh | CIT2 TOR yeast | VLA-4 inh | CR mimetic SO
Cc1cc2c(C)nc3ccccc3c2o1 | 0 | 27 | 8 | 1 | 0.1 | 0 | 102 | 21 | 112
COc1ccc(C(C)=O)cc1CSc1nnc(-c2ccccc2O)n1-c1ccccc1 | 1 | 116 | 5 | 6 | -0.2 | 4 | 100 | -2 | 98
Cc1c(C(=O)N2CCN(Cc3ccc4c(c3)OCO4)CC2)sc2ncnc(N3CCN(c4ccccc4F)CC3)c12 | 0 | 103 | 2 | 3 | -4.3 | 2 | 107 | -6 | 109
CCn1c(=O)n(CC)c2cc(N3CCCC3)c(NC(=O)c3cccc(C)c3)cc21 | 2 | 103 | 12 | 7 | -1.3 | 8 | 93 | -8 | 93
O=C(NCc1ccco1)C1CCCN1C(=O)NCc1ccccc1 (stereo not given) | 0 | 107 | 5 | 0 | -2.4 | 6 | 102 | 13 | 98
CCOc1ccc(CCNC(=O)CCS(=O)(=O)c2ccc(Br)cc2)cc1OCC | 8 | 106 | -1 | 1 | -0.5 | -17 | 109 | -7 | 105
COc1ccccc1C1CC(c2ccccc2)Nc2ncnn21 (stereo not given) | 4 | 102 | 5 | 2 | 2.5 | -4 | 100 | 2 | 90
CC(=O)c1cccc(NC(=O)CN2C(=S)NC(C)(C)CC2C)c1 (stereo not given) | 2 | 99 | 10 | 6 | -0.3 | -7 | 95 | 3 | 99
CCn1cc(C(=O)O)c(=O)c2cc3c(cc21)OCO3 | 0 | 91 | -9 | -7 | -1.4 | 2 | 102 | 8 | 94
N#Cc1cccc(NC(=O)CNc2cccc(S(=O)(=O)N3CCCCC3)c2)c1 | 0 | 110 | 3 | 1 | 0.5 | 8 | 101 | 11 | 89
C=CCOc1cccc(C2C(C(=O)c3ccc(C)o3)=C(O)C(=O)N2Cc2ccncc2)c1 (stereo not given) | 0 | 99 | 3 | 2 | 0.6 | 4 | 94 | 1 | 91
COc1ccc(C(=O)COC(=O)CCC(=O)c2cccs2)cc1 | 2 | 98 | -6 | -5 | -1.7 | -2 | 96 | 1 | 102
